ALDH1A1 inh – qHTS Assay for Inhibitors of Aldehyde Dehydrogenase 1 (ALDH1A1); Potency, µM (highest dose often 75.3 µM), for the others: top-dose activity, negative = inhibition, usual class: inhibitors; Purified ALDH1A1, NADH fluorescence, propionaldehyde substrate; 220,000 compounds, 7.3% hits; Aldehyde dehydrogenase 1A1 (Homo sapiens), P00352; active = well fitted inhibition curve with a large enough effect, not every such curve was filed as active; inconclusive = small, poorly fitted or top-dose-only effect, or another doubt; inactive = no such curve, though single readings can be large or run the other way;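 also: plate controls were no enzyme wells and a reference inhibitor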
JMJD2E inh – qHTS Assay for Inhibitors of Human Jumonji Domain Containing 2E (JMJD2E); Lysine-specific demethylase 4E (Homo sapiens), B2RXH2; Potency, µM (top dose mostly 57.1 µM), inactives show at the top dose activity change, negative = inhibition, actives largely listed as inhibitors; 230,000 compounds, 1.6% hits; JMJD2E catalytic domain, FDH-coupled NADH fluorescence (FDH is formaldehyde dehydrogenase); active = well fitted inhibition curve with a large enough effect, not every such curve was filed as active; inconclusive = small, poorly fitted or top-dose-only effect, or another doubt; inactive = no such curve, though single readings can be large or run the other way;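 also: 0% = wells with enzyme and -100% = buffer wells without enzyme; nearly all actives have a fitted effect of over 50% in size; many of its hits are not listed in these tables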
Target sequence (B2RXH2 1-337 limits assumed): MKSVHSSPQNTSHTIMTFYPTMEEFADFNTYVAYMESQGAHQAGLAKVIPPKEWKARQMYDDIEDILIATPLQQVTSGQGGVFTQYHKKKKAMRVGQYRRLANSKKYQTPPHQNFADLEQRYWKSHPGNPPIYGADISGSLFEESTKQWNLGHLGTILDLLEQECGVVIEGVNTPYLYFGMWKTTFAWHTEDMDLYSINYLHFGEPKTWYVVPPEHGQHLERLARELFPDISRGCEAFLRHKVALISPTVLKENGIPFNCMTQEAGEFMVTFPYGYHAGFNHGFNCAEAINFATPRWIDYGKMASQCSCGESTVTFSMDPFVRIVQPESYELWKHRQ
TRb SRC2 PPI – qHTS for Inhibitors of the Interaction of Thyroid Hormone Receptor and Steroid Receptor Coregulator 2; 280,000 compounds, 0.065% hits; Potency, µM (series often up to 106 µM), inactives show top-dose activity change, negative = inhibition, hits mostly inhibitors; Thyroid hormone receptor beta (Homo sapiens), P10828; TRbeta-SRC2 peptide binding, fluorescence polarization; receptor liganded with 1 µM T3;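 also: plate controls were bound peptide for no effect and peptide without receptor for full effect; nearly all actives have a fitted effect of over 50% in size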
Target sequence (P10828 whole entry, looked up): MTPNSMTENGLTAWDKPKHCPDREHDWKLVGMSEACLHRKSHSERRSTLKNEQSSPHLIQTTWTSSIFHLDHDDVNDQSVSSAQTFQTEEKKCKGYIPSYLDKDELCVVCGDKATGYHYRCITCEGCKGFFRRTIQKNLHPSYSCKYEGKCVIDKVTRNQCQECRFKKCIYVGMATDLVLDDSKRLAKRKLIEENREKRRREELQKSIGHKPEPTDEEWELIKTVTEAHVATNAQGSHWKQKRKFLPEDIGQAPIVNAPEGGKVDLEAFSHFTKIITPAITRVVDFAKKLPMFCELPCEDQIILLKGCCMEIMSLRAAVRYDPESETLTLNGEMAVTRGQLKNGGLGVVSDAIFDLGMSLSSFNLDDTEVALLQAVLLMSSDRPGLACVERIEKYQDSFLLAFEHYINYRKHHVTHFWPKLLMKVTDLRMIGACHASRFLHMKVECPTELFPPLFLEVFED
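Assay buffer: 20 mM Tris-HCl, 100 mM NaCl, 10% glycerol, 1 mM EDTA, 0.01% NP-40, 1 mM DTT, 1 uM T3, 5% DMSO; TRb LBD 0.6 uM, Texas Red SRC2 20 nM; FP after 5 hr.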
GoLoco inh red – qHTS Assay for Inhibitors of RGS12 GoLoco Motif Activity (Red Fluorophore); Guanine nucleotide-binding protein G(i) subunit alpha-1 (Homo sapiens), P63096; Gai1:RGS12 GoLoco peptide FP, rhodamine, 10 min; Potency, µM (highest dose often 61.6 µM), for inactives: top-dose activity, negative = inhibition, hits mostly inhibitors; 230,000 compounds, 0.44% hits; AID 880, 2007; active = well fitted inhibition curve with a large enough effect, not every such curve was filed as active; inactive = no such curve, though single readings can be large or run the other way; also: % is scaled to controls: 0 for no effect and ±100 for the full control effect; nearly all actives have a fitted effect of over 30% in size; many of its hits are not listed in these tables
RECQ1 inh – qHTS Assay for Inhibitors of RecQ-Like Dna Helicase 1 (RECQ1); RECQ1 DNA unwinding, red fluorescence kinetic read; Potency, µM (series often up to 57.3 µM), inactives show top-dose activity, negative = inhibition, usual class: inhibitors; 240,000 compounds, 0.54% hits;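 also: plate controls were vehicle for no effect and no enzyme for full effect; nearly all actives have a fitted effect of over 30% in size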
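50 nM RECQ1T1 preincubated 15 min with compound in Tris pH 8.0 buffer with MgCl2, DTT, Tween-20 and 2.5 ug/ml poly(dI-dC); started with 200 nM TAMRA/BHQ-2 forked duplex and 2 mM ATP. Unwinding read as fluorescence (525/598 nm), two reads 2 h apart.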
Lamin A splicing – qHTS Assay for Modulators of Lamin A Splicing; 200,000 compounds, 0.01% hits; HeLa LMNA splicing GFP/RFP minigene ratio, 48 h; AID 1487, 2009; Potency, µM (series often up to 46.1 µM), without a hit: top-dose ratio change, negative = inhibition, most hits filed as inhibitors; active = well fitted inhibition curve with a large enough effect in the signal ratio, with a control signal flat, not every such curve was filed as active; inconclusive = small, poorly fitted or top-dose-only effect, or effect the other way, or a change in a side signal; the % refers to the signal ratio; also: % is scaled to controls: 0 for no effect and ±100 for the full control effect
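S3 HeLa cells stably expressing lamin A-EGFP splicing minigene plus DsRed2, 600 cells/well, 48 h compound exposure at 37C. Laser-scanning cytometry; analysed as GFP (500-530 nm)/RFP (575-640 nm) total intensity ratio; 0.5% DMSO vehicle.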
TexasRed fluor – Total Fluorescence Counterscreen for Inhibitors of the Interaction of Thyroid Hormone Receptor and Steroid Receptor Coregulator 2. TRb/SRC2 Texas Red total fluorescence interference. Potency, µM (series often up to 106 µM), for the others: at the highest dose fluorescence change, negative = quenching. 280,000 compounds, 0.29% hits. AID 1479, 2009; active = well fitted curve in either direction with a large enough effect; inconclusive = small, poorly fitted or top-dose-only effect; also: % is scaled to controls: 0 for no effect and ±100 for the full control effect
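Flags fluorescent or light-absorbing compounds by total fluorescence, S + 2P, at 555 nm excitation and 632 nm emission. Mixture: 20 nM Texas Red SRC2 peptide, 0.6 uM human TRb LBD, 1 uM T3, 5% DMSO; compound exposure 5 h at ambient temperature.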
SMN2 splice up – qHTS Assay for Enhancers of SMN2 Splice Variant Expression. Potency, µM (highest dose often 46.1 µM), for inactives: at the highest dose activity change, positive = activation, actives largely listed as activators. HEK293 SMN2-luciferase splicing reporter, luminescence, 30-36 h. 210,000 compounds, 2.8% hits; also: % of control where 0% means no effect; nearly all actives have a fitted effect of over 55% in size
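HEK293 cells carry an SMN2 minigene-luciferase reporter in which exon 7 inclusion puts luciferase in frame. Cells were seeded at 2000 cells/well, attached for 10-12 hours, then exposed to compounds for 30-36 hours at 37C before ONE-Glo luminescence.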
An asterisk follows results filed as active; i = inactive; ? = inconclusive; nt = no result given; & = joins results of further samples; [ ] = remark or other dose. Unless noted, calls follow the shape of the dose curve; as a rule, active = well fitted curve in the direction sought with a large enough effect; inconclusive = small, poorly fitted or top-dose-only effect, or another doubt; inactive = no such curve, though single readings can be large; an effect the other way counts as inactive or inconclusive. Potency is read from the fitted curve at half-maximal effect. These rows are one share of the data (hit frequency here may not be typical).

smiles	ALDH1A1 inh	JMJD2E inh	TRb SRC2 PPI	GoLoco inh red	RECQ1 inh	Lamin A splicing	TexasRed fluor	SMN2 splice up
O=C(CN1CCN(c2ccccn2)CC1)Nc1cccc(C(F)(F)F)c1	9.5µM*	-23%	-5%	4%	-10%	?	-4%	30%
CC(C)OC(=O)CSc1nnc(-c2ccccn2)n1-c1ccccc1	7%	2%	2%	13%	-3%	3%	0%	5%
O=C(CN1CCN(c2ccc(F)cc2)CC1)c1ccc2c(c1)OCO2	8.9µM*	-5%	5%	-10%	-4%	0%	-1%	-29%
CCOc1ccc(/C(O)=C2/C(=O)C(=O)N(c3ncccn3)C2c2ccc(C)cc2)cc1 (configuration not stated)	nt	-11%	-1%	5%	7%	nt	-3%	nt
CCOC(=O)C1CCCN(C(=O)c2ccc(CS(=O)(=O)c3ccc(C)cc3)o2)C1 (configuration not stated)	-12%	-6%	-9%	8%	-21%	-1%	-6%	-1%
COC(=O)Cc1c(C)c2ccc(OC(=O)c3ccccc3)cc2oc1=O	?	?	-3%	10%	i	-5%	2%	15%
Cc1cccc(NC(=O)Nc2cc(C)cc(C)n2)c1	-4%	-5%	6%	1%	4%	nt	0%	5µM*
Cc1cccc(NC(=O)Cn2cnc3sc(C)c(S(=O)(=O)N4CCC(C)CC4)c3c2=O)n1	-7%	-3%	-5%	6%	0%	-8%	-4%	2%
COc1cc(O)c2c(c1)C(=O)c1cc(C)cc(O)c1C2=O	?	?	-11%	-6%	0%	-16%	-3%	-5%
CC(C)(C)CC(C)(C)NCC(O)COc1c(F)cc(Br)cc1F (configuration not stated)	4%	-3%	-3%	-4%	-5%	-4%	1%	-12%
Cc1cnc(NC(=O)[C@H](C)N2C(=O)C3CCCCC3C2=O)s1 (some centres not stated)	3%	-8%	16%	3%	-7%	nt	-1%	23%
OCCC1CN(Cc2cccc3nccnc23)CCN1C1CCCC1 (configuration not stated)	7%	8%	-13%	1%	i	nt	4%	nt
CN(C)S(=O)(=O)c1cccc(NC(=O)CNC2CCCCC2)c1	?	?	1%	-18%	-9%	3%[46 µM]	1%	nt
O=C(COc1ccc(F)cc1)N(CC1=CCS(=O)(=O)C1)c1ccccc1	6%	1%	-5%	-1%	2%	-2%	-4%	5%
O=C(c1cccs1)N1CCN=C1SCc1ccccc1	-3%	-2%	0%	11%	-5%	-18%	-2%	-4%
COc1ccc(NC(=O)CCSc2ccc(F)cc2)cc1	0%	6%	3%	4%	-9%	nt	4%	nt
COc1ccc(S(N)(=O)=O)cc1C(N)=O	11%	8%	3%	4%	10%	15%[46 µM]	1%	-10%
Cc1nnc(-c2ccccc2)o1	7%	-2%	0%	-4%	-2%	nt	1%	nt
Cc1c(NC(=O)CSc2nnnn2Cc2ccccc2)c(=O)n(-c2ccccc2)n1C	3%	-1%	-8%	7%	i	5%	-3%	-22%
Cc1cccc(C)c1OCC(O)CN (configuration not stated)	13%	0%	4%	6%	-13%	-1%	2%	-5%
COc1ccc(C(=O)Nn2c(SCC(=O)NC3CCCC3)nc3ccccc3c2=O)cc1	?	-1%	0%	-1%	-14%	?	1%	-41%[inhibitor]
CC(C)(C)c1ccc(C(=O)Nc2nnc(Cc3c[nH]c4ccccc34)s2)cc1	-2%	-2%	-8%	9%	i	?	2%	-29%
COc1ccc(CNc2ncncc2-c2ccccc2C)c(OC)c1	-1%	nt	nt	12%	-9%	-7%	nt	nt
CC(=O)c1cc(-c2ccccc2)n(CCC(=O)NC2CCCCC2)c1C	?	1%	3%&6%	6%	-6%	-2%[46 µM]	-27%&0%	-2%
N/C(CSc1ccccn1)=N\OCc1c(Cl)cccc1Cl	nt	4%	-1%	6%	-3%	nt	-6%	nt
CCOC(=O)c1ccccc1NC(=O)COc1cc(=O)n(CC)c2ccccc12	-6%	-2%	-9%&-1%	17%	i	11%	-6%&2%	-2%&6%
CCOC(=O)c1c(C)n(CC(O)CN(CC)CC)c2cc(Br)c(OC)cc12 (configuration not stated)	9%	-4%	0%	-7%	-6%	-2%[9.22 µM]	4%	-17%
Cc1ccccc1Nc1cc(C)c2c(O)cccc2n1	1%	-7%	9%	-1%	i	?	-4%	-6%
CCCC(=O)Nc1c2c(nn1-c1ccc(OC)cc1)CS(=O)(=O)C2	8%	-5%	-3%	0%	8%	8%	-2%	7%
CC(=O)Nc1ccc(Sc2ccccc2C(=O)O)cc1	-3%	-4%	0%	12%	-6%	-8%[46 µM]	0%	11%

(cont.)
| SMILES | ALDH1A1 inh | JMJD2E inh | TRb SRC2 PPI | GoLoco inh red | RECQ1 inh | Lamin A splicing | TexasRed fluor | SMN2 splice up |
| --- | --- | --- | --- | --- | --- | --- | --- | --- |
| CC(=O)N1CCc2cc(Br)cc(S(=O)(=O)NCCCN3CCC(C)CC3)c21 | 10% | 7% | -3% | -1% | -4% | 4% | 0% | 19% |
| CCOC(=O)c1cc2sc(C)cc2n1CC(=O)NCc1ccc(F)cc1 | 10% | ? | -10% | 4% | -15% | -7% | 3% | -12% |
| CCOC(=O)C1CCCN(C/C=C/c2ccccc2[N+](=O)[O-])C1 (configuration not stated) | -5% | ? | -1% | -4% | -11% | 6% | -3% | 5% |
| C(=N\Nc1nc2ccccc2[nH]1)/c1cccs1 | 2.8µM* | 15% | ? | nt | 12% | -2% | -27% | nt |
| O=C(O)c1ccc(NC(=S)N2CCCCC2)cc1 | 0% | -3% | 2% | 16% | i | 18%[46 µM] | -2% | nt |
| S=C1NNC2(CC3CC2C2CCCC32)NN1 (configuration not stated) | ? | -12% | -8% | 4% | -16% | -12%[46 µM] | -1% | 7% |
| Cn1cc(Br)c(-c2cccc(N3C(=O)CC(C)(C)CC3=O)c2)n1 | nt | -1% | 5% | -11% | -3% | nt | 2% | nt |
| COc1ccc(-c2noc(CCc3ccccc3)n2)cc1 | -13% | -4% | 6% | 6% | -6% | 2%[46 µM] | -1% | 23% |
| CS(=O)(=O)N1N=C(c2ccco2)CC1c1ccc(Br)cc1 (configuration not stated) | -9% | 4% | 6% | 9% | 0% | 3% | -16% | 19% |
| O=c1c2ccccc2nc(SCc2nc3ccccc3s2)n1CCCO | ? | 5% | -6% | 52%[activator] | -8% | ? | -54% | 14µM* |
| O=S1(=O)Nc2c(ccc3cccnc23)-c2ccccc21 | ? | ? | -18%&-3% | 13% | 2%&12% | ? | 1%&-2% | -39%[inhibitor] |
| COCCN1CCn2c(nc3cc(Nc4nnc(C)c5ccccc45)ccc32)C1 | nt | ? | 1% | 6% | -8% | nt | -8% | nt |
| CC(SC1CCCC1)C(=O)NC(C)(C#N)C(C)C (configuration not stated) | 1% | 11% | 8% | -4% | -3% | 0% | -1% | 9% |
| COc1ncccc1C(=O)N1CCCC(C(=O)c2cc(F)ccc2F)C1 (configuration not stated) | 3% | 7% | -3% | -1% | -3% | -9%[46 µM] | -1% | nt |
| Cc1c(Cl)cccc1Nc1nc(N)nc(CN2CCCCCC2)n1 | -3% | -7% | -10% | 11% | -5% | -9% | -2% | 13% |

Two entries picked at random from the list so far:
| SMILES | ALDH1A1 inh | JMJD2E inh | TRb SRC2 PPI | GoLoco inh red | RECQ1 inh | Lamin A splicing | TexasRed fluor | SMN2 splice up |
| --- | --- | --- | --- | --- | --- | --- | --- | --- |
| CCOC(=O)C1CCCN(C/C=C/c2ccccc2[N+](=O)[O-])C1 (configuration not stated) | -5% | ? | -1% | -4% | -11% | 6% | -3% | 5% |
| Cc1c(Cl)cccc1Nc1nc(N)nc(CN2CCCCCC2)n1 | -3% | -7% | -10% | 11% | -5% | -9% | -2% | 13% |

(list continues)
| SMILES | ALDH1A1 inh | JMJD2E inh | TRb SRC2 PPI | GoLoco inh red | RECQ1 inh | Lamin A splicing | TexasRed fluor | SMN2 splice up |
| --- | --- | --- | --- | --- | --- | --- | --- | --- |
| N#Cc1ccccc1Sc1ccccc1C(=O)OCC(=O)NC12CC3CC(CC(C3)C1)C2 | -5% | 3% | -8% | 9% | -10% | 13% | 0% | -24% |
| CN(C)CCCN(C(=O)c1ccco1)c1nc2c(F)cc(F)cc2s1 | 1% | 17% | -1% | 10% | 9% | nt | 0% | -15% |
| N#CC(C#N)=C1C=C2C=C(N3CCOCC3)CCC2CC1 (configuration not stated) | 3% | -3% | 6% | 72%[activator] | i | ? | 1% | -15% |
| O=C(CCNS(=O)(=O)c1cccc2nsnc12)NCCc1ccccc1 | 3% | 2% | -22% | 6% | i | -2% | 0% | 16% |
| c1ccc(Nc2c3c(nc4ncnn24)CCC3)cc1 | 8% | 3% | -3% | -1% | -4% | 13% | -1% | -3% |

Among those listed so far, three contain a furan ring, fused or not.
| SMILES | ALDH1A1 inh | JMJD2E inh | TRb SRC2 PPI | GoLoco inh red | RECQ1 inh | Lamin A splicing | TexasRed fluor | SMN2 splice up |
| --- | --- | --- | --- | --- | --- | --- | --- | --- |
| CCOC(=O)C1CCCN(C(=O)c2ccc(CS(=O)(=O)c3ccc(C)cc3)o2)C1 (configuration not stated) | -12% | -6% | -9% | 8% | -21% | -1% | -6% | -1% |
| CS(=O)(=O)N1N=C(c2ccco2)CC1c1ccc(Br)cc1 (configuration not stated) | -9% | 4% | 6% | 9% | 0% | 3% | -16% | 19% |
| CN(C)CCCN(C(=O)c1ccco1)c1nc2c(F)cc(F)cc2s1 | 1% | 17% | -1% | 10% | 9% | nt | 0% | -15% |

Screening data: PubChem BioAssay, National Center for Advancing Translational Sciences (NCATS)
